Screening data deposited in PubChem BioAssay by National Center for Advancing Translational Sciences (NCATS).
S3 lipid droplet – qHTS Assay for Lipid Storage Modulators in Drosophila S3 Cells; 320,000 compounds, 0.64% hits; Drosophila S3 cells, BODIPY lipid droplet fluorescence, 18-24 h; cells fed with added oleic acid; lipid storage change, negative = inhibition, % at the top dose, mostly 46.1 µM; hits show Potency in µM; active = well fitted inhibition curve with a large enough effect in the signal ratio, with a control signal flat, not every such curve was filed as active; inconclusive = small, poorly fitted or top-dose-only effect, or effect the other way, or a change in a side signal; the % refers to the signal ratio
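Drosophila S3 cells got compounds at several concentrations plus oleic acid (400 uM solution). Laser-scanning cytometry with 488 nm excitation read lipid droplets at 500-530 nm and cells at 575-640 nm. Percent activity was relative to 20 uM Triacsin C.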
S3 lipid droplet cell count max – recorded beside S3 lipid droplet, whose call it bears; cell number change, %; measured here: cell count max response;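 cells counted by Cell Tracker Red CMTPX staining in the red channel; peak over a dose series mostly up to 46.1 µM; percent activity relative to internal control wells on each plate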
Active calls of the source: *; i = inactive; ? = inconclusive; . = no result given. % is scaled to controls: 0 for no effect and ±100 for the full control effect; potency is read from the fitted curve at half-maximal effect.

SMILES	S3 lipid droplet	S3 lipid droplet cell count max
Cc1ccc(NC(=S)Nc2cccc(-c3n[nH]c(=S)o3)c2)cc1	7%	-4
Cc1ccc(S(=O)(=O)NCC(=O)NCC(=O)N2CCN(c3ncccn3)CC2)cc1C	?	.
COc1ccc(-c2cc(-c3ccccc3)nc3ncnn23)cc1	27%	.
Cc1ccc(S(=O)(=O)N2CCC(C(=O)N/N=C/c3ccncc3)CC2)cc1	?	.
CCOC(=O)N1CCN(CC(c2ccccc2)c2ccccc2)CC1	8%	3
Clc1ccccc1-c1nnc2sc(CCc3ccccc3)nn12	i	.
CCN(CC)CCNC(=O)CNC(=O)c1nn(-c2ccc(OC)cc2)c(=O)c2ccccc12	?	.
COc1ccc(C(=O)O)cc1S(=O)(=O)NCCN(C)C	-2%	9
CN(C)S(=O)(=O)c1cccc(-c2cn3cc(Cl)ccc3n2)c1	?	.
COC(=O)c1ccc(C(=O)OC)c(NC(=O)CN(C)Cc2ccc(Cl)c(Cl)c2)c1	8%	6
Cc1ccc(NC(=O)Cn2c(O)c(N=NC(N)=S)c3ccccc32)cc1	?	.
O=C(CCCc1nc(-c2ccccc2Cl)no1)N1CCOCC1	?	.
CC(C)C(=O)Nc1cccc(NC(=S)NC(=O)c2ccc3c(c2)OCO3)c1	i	.
Cc1ccccc1-n1c(O)c(C=NC2CCS(=O)(=O)C2)c2ccccc2c1=O (centres undefined)	12%	16
CC1=C(C(=O)NC2CCCc3c2cnn3-c2cc(F)cc(F)c2)OCCO1 (centres undefined)	i	4
CCC1CCCCN1CCCNC(=O)c1cc2c(=O)[nH]c3ccccc3c2n1C (centres undefined)	?	.
O=C(c1ccc2c(c1)[nH]c(=S)n1c3ccccc3nc21)N1CCN(c2cccc(Cl)c2)CC1	34%	.
O=C(Nc1ccc2c(c1)OCO2)c1cc(-c2ccc(O)cc2)on1	?	.
Cc1ccccc1C(=O)NCc1ccncc1	-2%	-3
O=C(COc1ccc(S(=O)(=O)Nc2ccccc2)cc1)NCc1cccnc1	-1%	-2
Cc1cc(NC(=O)c2ccc3nc(C)sc3c2)no1	i	-8
COc1ccc(CN(CCN(C)C)Cc2ccccc2)c(OC)c1	11%	0
COc1ccccc1C(=O)N/C(=C\c1ccc(Br)cc1)C(=O)NCCC(=O)O	7%	-7
CC(=O)Nc1ccc(S(=O)(=O)N2CCN(S(=O)(=O)N3CCOCC3)CC2)cc1	i	.
CCc1cc2c(-c3ccccc3)cc(=O)oc2cc1OCC(C)=O	0.65µM*	-1.8*
CN(CC(=O)N1CCCCCC1)S(=O)(=O)c1ccc(Br)s1	13%	3
CC1CC(NC(=O)/C(C#N)=C/c2ccc[nH]2)CC(C)(C)C1 (centres undefined)	-7%	-18
Cc1cc(NC(=O)C2CCCCC2)ncc1NC(=O)c1ccccn1	?	.
COC(=O)c1cccc(NC(=O)CSCc2ccccc2)c1	15%	-15
COc1cccc(/C=N/Nc2ccc(S(=O)(=O)O)cc2)c1O	?	.
CSCC[C@H](NC(=O)Nc1ccc(C)cc1C)C(=O)O	?	.
COc1cccc(NC(=O)N2CCC(NC(=O)C(Cc3ccccc3F)NC(C)=O)CC2)c1 (centres undefined)	-14%	28
COc1ccc(C(CNC(=O)COc2ccccc2C)N2CCCC2)cc1 (centres undefined)	?	.
Cc1cc(C)c(NC(=O)COC(=O)c2c(C)noc2C)c(Cl)c1	?	.
CCC(C)NC(=O)C1CCCN1S(=O)(=O)c1ccc(Cl)cc1 (centres undefined)	7%	0
CN(C)/C=C/C(=O)c1cccc([N+](=O)[O-])c1	?	.
Cc1onc(-c2c(F)cccc2Cl)c1C(=O)OCn1nnc2ccccc2c1=O	2%	0
CC1=Nc2cccc([N+](=O)[O-])c2NC(=O)C1	?	.
OCc1cn(-c2ccccc2)nc1-c1ccc(Br)cc1	?	.
Cc1ccccc1C(=O)Nc1ccnn1C1CCN(Cc2cnn(C)c2)CC1	?	.
O=C(Nc1ccccc1N1CCCC1)c1cc(Cl)ccc1Cl	?	.
CCC(=O)N1CCc2cc(S(=O)(=O)CCC(=O)N3CCN(c4ccc(Cl)cc4)CC3)ccc21	?	.
COCCNC(=O)C(c1ccccc1)N(Cc1cccs1)C(=O)Cn1nnc2ccccc21 (centres undefined)	?	.
CCN(Cc1ccccc1)C(=O)C1CCN(C/C(C)=C/c2ccccc2)CC1	8%	2
Cc1nnc(NC(=O)C2CCCN(S(=O)(=O)c3ccccc3C(F)(F)F)C2)s1 (centres undefined)	14%	-15
Cc1cc(C(=O)CSc2nc3ccccc3o2)c(C)n1CC1CCCO1 (centres undefined)	?	.
CC1CCC(NC(=O)COC(=O)c2n[nH]c(=O)c3ccccc23)CC1 (centres undefined)	14%	11
CCOc1ccc(-c2cc(C(=O)N/N=C(\C)c3cccnc3)c3ccccc3n2)cc1	i	.
CC(C)C(=O)NC(=S)N1CCc2ccccc21	?	.
CSc1ccc(/C=N/NC(=O)c2cccc(Cl)c2)cc1	?	.
c1ccc(N/N=C(\Cc2ncc[nH]2)c2ccccc2)cc1	7%	5
c1ccc(Cn2c(NCc3ccncc3)nc3ccccc32)cc1	-5%	-5
CC(C)(C)NC(=O)C(=O)NCc1ccncc1	0%	0
COc1ccccc1C(CC(N)=O)c1ccco1 (centres undefined)	1%	-10
Nc1nonc1C(=O)NCCNCc1cc(Br)ccc1OCc1ccc(F)cc1	?	.
Cc1ccc(SCCC(=O)Nc2cccc(N(C)S(C)(=O)=O)c2)cc1	1%	-9
CCOC(=O)c1c(C)[nH]c(C)c1C(=O)COC(=O)c1cc2ccccc2cc1O	6%	-6
Cc1ccc(C)c(NC(=S)Nc2ncccc2C)c1	?	.
Cc1ccc(C)n1-c1ccc(N2CCOCC2)nc1	?	.
CCCSc1nc(N)cc(=O)[nH]1	?	.

The list continues.
SMILES	S3 lipid droplet	S3 lipid droplet cell count max
Cc1ccc(C(C(=O)NCc2ccco2)N(Cc2ccco2)C(=O)CNC(=O)c2ccco2)cc1 (centres undefined)	10%	-11
N#Cc1c(N2CCOCC2)nsc1-c1ccc(C(F)(F)F)cc1	?	.
CCOc1ccc(-n2c(=O)c3sccc3n(CC(=O)Nc3cccc(OC)c3)c2=O)cc1	8%	14
C=CCn1c(SCC(=O)Nc2ccccc2C)nc(O)cc1=O	?	.
CC(NC(=S)Nc1c(Cl)cccc1OC(F)F)C(C)(C)C (centres undefined)	-3%	-10
CCn1c2ccccc2c2cc(N=C3SC(CC(=O)Nc4ccccc4OC)C(=O)N3CCOC)ccc21 (centres undefined)	?	.
CCOc1ccc(CNC(=O)C2CCN(S(=O)(=O)N3CCCC3)CC2)cc1OC	4%	13
CCn1c(SCC(=O)N/N=C/c2ccncc2)nc2ccccc21	14%	16
Cc1ccc(C)c(N2CCN(S(=O)(=O)c3ccc4[nH]c(=O)ccc4c3)CC2)c1	i	-19
Cc1nonc1CC(=O)N1CCc2c([nH]c3ccccc23)C1c1ccccc1F (centres undefined)	?	.
O=C(COc1ccc(Br)cc1)N1CCOCC1	0%	2
C/C(=N/NC(=O)C(C)n1nc(C)c([N+](=O)[O-])c1C)c1ccc(OCC(N)=O)cc1 (centres undefined)	?	.
O=C(NCCc1ccc(Cl)cc1)C1CCN(S(=O)(=O)N2CCCCC2)CC1	-1%	-16
CN/C(=C\[N+](=O)[O-])NCCSCc1ccc(CN(C)C)o1	?	.
Cc1ccn2cc(-c3cccc(NC(=O)c4ccccc4)c3)nc2c1	?	.
Cc1ccc(OCC(=O)NCCCNC(=O)c2ccco2)cc1	?	.
O=C(NCC1CCCO1)/C(=C/c1ccccc1F)NC(=O)c1ccccc1 (centres undefined)	i	8
COc1ccc(C(=O)CSc2nccn2C)c(OC)c1	i	-17
O=C(c1cccc2c1-c1ccccc1C2)N1CCCCC1	2%	14
N=c1c(C(=O)NC2CCCCC2)cc2c(=O)n3ccccc3nc2n1Cc1ccc(F)cc1	-19%	19
Cc1ccccc1CC(=O)Nc1sc(C(C)C)cc1C(=O)N1CCOCC1	-25%	4
COC(=O)c1cc(Oc2ccc(S(=O)(=O)N3CCOCC3)cc2[N+](=O)[O-])cc(C(=O)OC)c1	?	.
O=C1C2C(C(=O)N1/N=C/c1ccco1)C1C=CC2C12CC2 (centres undefined)	10%	.
CCn1c(=O)cc(OCC(=O)Nc2ccc(OC)c(OC)c2)c2ccccc21	?	.
O=C(CSc1nccn(-c2ccc(F)c(F)c2)c1=O)NC1CCCC1	?	.
Clc1cccc(Cl)c1CN1CCN(c2ncccn2)CC1	21%	3
CC1CCCCN1C(=S)NC(=O)c1ccccc1 (centres undefined)	?	.
COCC(=O)Nc1ccc(F)cc1	4%	6
CN1CCN(C(=O)c2cc([N+](=O)[O-])cc([N+](=O)[O-])c2)CC1	i	9
O=C(CC(=O)c1ccccc1)Nc1cccnc1Cl	13%	10
COC(=O)c1c(NC(=O)COc2ncnc3ccccc23)sc(C)c1C	10%	9
CCS(=O)(=O)N1CCN(c2ccc([N+](=O)[O-])c(NC(C)c3ccccc3)c2)CC1 (centres undefined)	-3%	-6
O=C(c1ccccc1)n1c(=O)cc[nH]c1=O	?	.
COc1ccc(/C=C/C(=O)Nc2ccccc2C(F)(F)F)cc1OC	2%	-14
NC(=O)C1CCN(C(=O)C2CCN(S(=O)(=O)c3ccccc3)CC2)CC1	?	.
c1ccc(CCNCCOc2ccccc2)cc1	?	.
CCCCCN=CC1=C(O)CC(c2ccccc2)CC1=O (centres undefined)	-8%	-15
COc1ccc(C(CNC(=O)COc2ccccc2C)N2CCOCC2)cc1 (centres undefined)	?	.
CCCCCCSc1nsc(NC(C)=O)n1	?	.
Cc1ccc(CNC(=O)c2ccc(N3CCC4(CC3)CC(c3ccccc3)=NO4)c([N+](=O)[O-])c2)cc1	-13%	-1
S=c1[nH]nc(-c2ccccc2)n1Cc1ccccc1	?	.
Cc1cccc(N2CCN(CC(=O)Nc3nccs3)CC2)c1C	?	.
O=C(Nc1cccc(S(=O)(=O)N2CCOCC2)c1)c1ccc(Cl)c([N+](=O)[O-])c1	-26%	-22
CCOC(=O)C1=C(CNCc2ccc(F)cc2)NC(=O)NC1c1cccc([N+](=O)[O-])c1 (centres undefined)	?	.
Cc1cc(NC(=O)CCC(=O)N(CC(=O)NCC2CCCO2)c2ccc(C)c(C)c2)no1 (centres undefined)	1µM*	-10*
Cc1ccc(S(=O)(=O)N(CC#N)CC#N)cc1	4%	1
COC(=O)c1cccnc1NC(=S)NNC(=O)c1ccccc1	?	.
C[C@@H](C(=O)NCCc1ccccc1F)N1C(=O)N2CCc3c([nH]c4ccccc34)[C@@]2(C)C1=O	?	.
O=C1CCN(Cc2ccccc2)CCN1[C@H](CSc1ccccc1)c1ccccc1	18%	-2
CC1Sc2ccc(S(=O)(=O)NCc3ccccc3)cc2NC1=O (centres undefined)	i	.
O=C(Nc1ccc(S(=O)(=O)N2CCOCC2)cc1)c1cc(S(=O)(=O)N2CCOCC2)ccc1Cl	?	.
O=C(COc1ccccc1O)NCCN1CCOCC1	?	.
O=C(Nc1cccc2ccccc12)NC1CCCc2ccccc21 (centres undefined)	?	.
O=C(Nc1ccc(N2CCN(C(=O)c3ccccc3)CC2)cc1)c1ccc2c(c1)OCCO2	?	.
O=C(CN1CCN(c2ccc(F)cc2)CC1)Nc1ccccc1	?	.
COC(=O)C1=C(C)NC(=O)NC1c1c(O)ccc2ccccc12 (centres undefined)	?	.
CC1CN(S(=O)(=O)c2ccc(CN3C(=O)c4cccnc4C3=O)cc2)c2ccccc2O1 (centres undefined)	7%	-15
COC(=O)c1ccccc1N1C(=O)C2C(C1=O)[C@H]1C=C[C@@H]2C1 (some centres undefined)	?	.
CCCCOc1cccc(C(=O)Nc2ccc(S(=O)(=O)Nc3cc(C)on3)cc2)c1	?	.
CCOc1ccc(N2CC(C(=O)NCc3nnnn3-c3ccc(C)c(C)c3)CC2=O)cc1 (centres undefined)	i	13
Cc1ccccc1NC(=O)/C(C#N)=C/c1ccc[nH]1	19%	3

Arranged by count of non-hydrogen atoms (low to high): three of the compounds above
SMILES	S3 lipid droplet	S3 lipid droplet cell count max
COC(=O)c1ccccc1N1C(=O)C2C(C1=O)[C@H]1C=C[C@@H]2C1 (some centres undefined)	?	.
COC(=O)C1=C(C)NC(=O)NC1c1c(O)ccc2ccccc12 (centres undefined)	?	.
CC1CN(S(=O)(=O)c2ccc(CN3C(=O)c4cccnc4C3=O)cc2)c2ccccc2O1 (centres undefined)	7%	-15

Compounds listed so far that contain an NH in an aromatic ring (14):
SMILES	S3 lipid droplet	S3 lipid droplet cell count max
Cc1ccc(NC(=S)Nc2cccc(-c3n[nH]c(=S)o3)c2)cc1	7%	-4
CCC1CCCCN1CCCNC(=O)c1cc2c(=O)[nH]c3ccccc3c2n1C (centres undefined)	?	.
O=C(c1ccc2c(c1)[nH]c(=S)n1c3ccccc3nc21)N1CCN(c2cccc(Cl)c2)CC1	34%	.
CC1CC(NC(=O)/C(C#N)=C/c2ccc[nH]2)CC(C)(C)C1 (centres undefined)	-7%	-18
CC1CCC(NC(=O)COC(=O)c2n[nH]c(=O)c3ccccc23)CC1 (centres undefined)	14%	11
c1ccc(N/N=C(\Cc2ncc[nH]2)c2ccccc2)cc1	7%	5
CCOC(=O)c1c(C)[nH]c(C)c1C(=O)COC(=O)c1cc2ccccc2cc1O	6%	-6
CCCSc1nc(N)cc(=O)[nH]1	?	.
Cc1ccc(C)c(N2CCN(S(=O)(=O)c3ccc4[nH]c(=O)ccc4c3)CC2)c1	i	-19
Cc1nonc1CC(=O)N1CCc2c([nH]c3ccccc23)C1c1ccccc1F (centres undefined)	?	.
O=C(c1ccccc1)n1c(=O)cc[nH]c1=O	?	.
S=c1[nH]nc(-c2ccccc2)n1Cc1ccccc1	?	.
C[C@@H](C(=O)NCCc1ccccc1F)N1C(=O)N2CCc3c([nH]c4ccccc34)[C@@]2(C)C1=O	?	.
Cc1ccccc1NC(=O)/C(C#N)=C/c1ccc[nH]1	19%	3

A portion of the library; count on the stated rates, not on these rows.
